ABCB6 inh MLPCN – human ABCB6 transporter inhibition | Q9NP58 | K562-ABCB6 porphyrin accumulation, flow cytometry, 1 h; hits give low values | fluorescence ratio to DMSO, % at 10 µM | actives 0.19% (n = 360,000);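 active = fluorescence ratio to DMSO below 75%, the collection mean minus 3 SD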;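 also: signal is porphyrin accumulated inside mitochondria; 100% equals median channel fluorescence of DMSO control wells; lower ratio means ABCB6 inhibition with less porphyrin fluorescence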
Target sequence (Q9NP58 whole entry, looked up): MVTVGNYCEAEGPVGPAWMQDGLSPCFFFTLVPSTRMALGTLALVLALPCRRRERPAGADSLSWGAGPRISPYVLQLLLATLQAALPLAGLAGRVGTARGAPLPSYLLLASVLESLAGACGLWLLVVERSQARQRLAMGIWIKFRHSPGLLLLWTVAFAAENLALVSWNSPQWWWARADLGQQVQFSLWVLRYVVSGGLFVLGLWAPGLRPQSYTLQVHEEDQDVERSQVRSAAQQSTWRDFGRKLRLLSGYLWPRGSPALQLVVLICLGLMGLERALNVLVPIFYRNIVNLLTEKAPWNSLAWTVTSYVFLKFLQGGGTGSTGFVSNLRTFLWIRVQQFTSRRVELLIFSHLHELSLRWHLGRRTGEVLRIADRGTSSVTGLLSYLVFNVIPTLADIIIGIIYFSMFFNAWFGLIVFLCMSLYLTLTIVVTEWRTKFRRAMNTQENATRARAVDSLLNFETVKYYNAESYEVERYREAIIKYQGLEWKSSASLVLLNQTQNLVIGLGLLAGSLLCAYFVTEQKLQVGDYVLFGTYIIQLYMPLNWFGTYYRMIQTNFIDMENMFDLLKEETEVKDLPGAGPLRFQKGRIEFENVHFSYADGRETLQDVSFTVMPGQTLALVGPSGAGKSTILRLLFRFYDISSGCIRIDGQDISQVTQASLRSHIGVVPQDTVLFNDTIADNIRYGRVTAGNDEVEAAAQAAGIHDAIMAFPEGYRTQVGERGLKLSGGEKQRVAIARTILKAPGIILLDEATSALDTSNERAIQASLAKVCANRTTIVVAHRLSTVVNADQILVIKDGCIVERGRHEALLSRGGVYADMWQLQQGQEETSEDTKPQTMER
PDI inh – inhibitors of human protein disulfide isomerase; PDI insulin aggregation turbidity, A650, 90 min; actives 0.052% (n = 350,000); inhibition, % at 10 µM; P07237;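 active = mean inhibition across replicates of 30% or more, whatever share of single replicates reach that level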;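 also: absorbance from insulin aggregation driven by PDI reduction with DTT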
MC4R antag cAMP – blocks human MC4R cAMP signaling; MC4R-expressing cells, MTII-stimulated cAMP, LANCE TR-FRET; inhibition, % at 6.5 µM; actives 0.48% (n = 360,000); AID 540295;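 active = inhibition above its plate's cutoff, the mean of tested wells on that plate plus 3 SD, cut at about 29% in these data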;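 also: 0% = Melanotan II alone and 100% = Melanotan II plus saturating MCL0020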
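Assay system: human MC4R-expressing U2OS cells; reagent: Melanotan II stimulation of cells; dosing: 6.5 µM single dose; timing: compound 30 min, challenge 1 h, detection 1 h; signal: TR-FRET cAMP assay; replicates: one well per compound, no replicates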
Glyco luc inh – N-linked glycosylation inhibition; D54 ERlucT glycosylation luciferase reporter, 24 h; percent of 100 nM tunicamycin response; reporter increase, % at 12.5 µM; actives 0.23% (n = 360,000);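 active = mean luciferase reporter signal, scaled so untreated is 0 and the glycosylation-blocking control 100, at or above a set limit in every replicate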;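 also: luciferase carries N-glycosylation sites so blocking glycosylation raises the light; 0% = median of neutral control wells and 100% = median of 100 nM tunicamycin wells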
Granule exo inh – lytic granule exocytosis inhibition; TALL-104 LAMP-1 surface exposure, flow cytometry; cells stimulated with thapsigargin and PMA; inhibition, % at 10 µM; actives 0.66% (n = 360,000);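 active = inhibition above about 55%, limit read from the data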
ABHD5 PLIN5 PPI – inhibitors of human ABHD5-perilipin-5 interaction; Q00G26+Q8WTS1; Split G. princeps luciferase complementation, luminescence, 4 h; inhibition, % at 4 µM; AID 602281; actives 0.78% (n = 360,000);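 active = inhibition above the mean inhibition across every tested compound plus 3 SD, cut at about 22% in these data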;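 also: 0% = DMSO only wells and the 100% control is not disclosed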
MC4R barr agon – human MC4R agonism via beta-arrestin. U2OS MC4R beta-arrestin complementation, luminescence; percent of melanotan II response, DMSO zero. activation, % at 8.9 µM. actives 0.98% (n = 360,000);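 active = activation above a per-plate cutoff, the mean activation of sample wells on that plate plus 3 SD, cut at about 8% in these data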
H9c2 protect – modulators protecting cardiomyocytes from myocardial damage | actives 0.63% (n = 360,000) | H9c2 cardiomyocytes, H2O2 injury protection, ATPLite, 2 h | protection from H2O2 cell death, % at 20 µM;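 active = compounds giving at least 50% protection of heart cells from peroxide-induced death in the single-dose screen, raw or plate-pattern-corrected value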;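 also: 0% = DMSO wells with peroxide and 100% = DMSO wells without peroxide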
CaV13 ICDI inh – Primary screen for inhibitors of IQ motif and Ca2+-dependent inactivation inhibitor domain binding in CACNA1D, Förster resonance energy transfer in living cells, …; AID 743397; inhibition, % at 12.3 µM; actives 0.098% (n = 340,000); HEK cells, CFP/YFP FRET ICDI-IQ, plate reader, 10 min; percent FRET-ratio fall versus neutral wells;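 active = mean replicate inhibition of at least 30% and at least 1% of replicates passing that level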;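 also: 0% = median of the neutral control wells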
m5-HT2A agonist – activates the mouse 5-HT2A serotonin receptor | P35363 | activation, % at 7.6 µM | actives 0.66% (n = 360,000) | AID 624169 | CHO-K1 mHTR2A beta-arrestin complementation, luminescence; percent of 30 µM serotonin response;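 active = activation above a run cutoff, the mean activation of all tested compounds plus 3 SD, cut at about 14% in these data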;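 also: 0% = plate median of compound wells and 100% = 30 µM serotonin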
* = called active by the depositor; · = no result given.

SMILES | ABCB6 inh MLPCN | PDI inh | MC4R antag cAMP | Glyco luc inh | Granule exo inh | ABHD5 PLIN5 PPI | MC4R barr agon | H9c2 protect | CaV13 ICDI inh | m5-HT2A agonist
COc1ccccc1C1N(c2ccc(Cl)cc2)C(=O)C2CCCN21 (stereo unspecified) | 91 | -12 | -2 | · | 0 | 3 | 0.7 | -2 | · | -1
COc1ccccc1CNC(=O)C(=O)NCC1OCCN1C(=O)c1ccc(Cl)cc1 (stereo unspecified) | 95 | 5 | 0 | -2 | -4 | 1 | 0.4 | -6 | -1 | 4
COc1ccc(-c2c(O)c(C#N)c(-c3ccccc3)n(-c3ccc(OC)cc3)c2=O)cc1 | 106 | 21 | 5 | 6 | 3 | -8 | -2.5 | 7 | -5 | -2
CC1CN(C(=O)CCC(=O)N2CCCCC2)c2cc(Cl)ccc2O1 (stereo unspecified) | 102 | 3 | -2 | 2 | 4 | 3 | -1.1 | 1 | -6 | 0
Cc1cc(C)c2nc(N(CCCN(C)C)C(=O)c3ccc4c(c3)OCCO4)sc2c1 | 91 | 1 | 0 | -4 | 15 | 27* | 8.4* | -17 | -4 | -3
O=C(O)c1ccccc1OC(=O)C12CC3CC(CC(C3)C1)C2 | 100 | 1 | -2 | 5 | -2 | 4 | -1.5 | 3 | -5 | 0
O=C1C=C(c2ccccc2)OC(=O)C1C(=O)c1ccccc1 (stereo unspecified) | 98 | -2 | -10 | 0 | -3 | 15 | 2.4 | -2 | -10 | 3
CCCN(CCC)Cc1c(C(=O)N/N=C/c2cccs2)nnn1-c1nonc1N | 101 | 2 | 17 | 1 | -25 | -5 | 3.5 | -6 | -2 | 1
O=C(CSc1nnc(-c2n[nH]c3ccccc23)n1-c1ccccc1)Nc1ccccc1Cl | 86 | 1 | 14 | 2 | -1 | 2 | -1.4 | 1 | -5 | -5
c1ccc(CNc2nc3ccccc3n2CCN2CCOCC2)nc1 | 95 | -5 | 7 | 2 | 2 | 2 | 1.2 | 6 | -9 | -2

Molecules above that have an aryl methoxy group, in the order listed:
SMILES | ABCB6 inh MLPCN | PDI inh | MC4R antag cAMP | Glyco luc inh | Granule exo inh | ABHD5 PLIN5 PPI | MC4R barr agon | H9c2 protect | CaV13 ICDI inh | m5-HT2A agonist
COc1ccccc1C1N(c2ccc(Cl)cc2)C(=O)C2CCCN21 (stereo unspecified) | 91 | -12 | -2 | · | 0 | 3 | 0.7 | -2 | · | -1
COc1ccccc1CNC(=O)C(=O)NCC1OCCN1C(=O)c1ccc(Cl)cc1 (stereo unspecified) | 95 | 5 | 0 | -2 | -4 | 1 | 0.4 | -6 | -1 | 4
COc1ccc(-c2c(O)c(C#N)c(-c3ccccc3)n(-c3ccc(OC)cc3)c2=O)cc1 | 106 | 21 | 5 | 6 | 3 | -8 | -2.5 | 7 | -5 | -2

Later entries:
SMILES | ABCB6 inh MLPCN | PDI inh | MC4R antag cAMP | Glyco luc inh | Granule exo inh | ABHD5 PLIN5 PPI | MC4R barr agon | H9c2 protect | CaV13 ICDI inh | m5-HT2A agonist
CCC(C)NC(=O)c1ccc(C)c(NC(=O)C2=C(C)OCCS2)c1 (stereo unspecified) | 99 | -1 | 5 | -1 | 0 | -1 | 0.2 | 6 | -19 | 6
N#Cc1c(N)n(-c2ccccc2)c(=O)c2cc([N+](=O)[O-])ccc12 | 98 | -3 | 11 | -5 | 0 | -3 | -2.9 | 4 | -7 | -2
COc1ccc(Cl)cc1Nc1nc(-c2sc(NC(=O)C(C)(C)C)nc2C)cs1 | 99 | 10 | 6 | -6 | 0 | -4 | -0.5 | -12 | -5 | 0
CC1CCN(C(=O)c2cccc(S(=O)(=O)N3CCCCC3)c2)CC1 | 101 | 8 | 3 | 0 | 0 | -7 | 1.0 | 2 | -9 | -2
Cc1cccc(NC(=O)CSc2nc(=O)n(CCCN3CCOCC3)c3c2CCCC3)c1C | 101 | 3 | -2 | 0 | 0 | 7 | -1.3 | 8 | -1 | 3
O=C1[C@@H](c2ccccc2)CC[C@@H]2C=CC[C@H]3CCN1[C@@H]32 | 101 | · | · | · | -4 | -2 | · | · | -5 | -1
CC(C)NC(=O)CSc1ccccc1C(=O)NNC(=O)Cn1ccc(C(F)(F)F)n1 | 98 | -2 | -1 | 2 | 0 | 3 | -0.2 | -4 | -15 | -1
CC(=O)N1CCc2cc(S(=O)(=O)CCC(=O)Nc3ccc(Cl)cc3F)ccc21 | 97 | -12 | 2 | -2 | 0 | -6 | -2.8 | -5 | -15 | 2
O=C1Nc2ccc(Cl)cc2C12OCCCO2 | 89 | -9 | -2 | 3 | 0 | 0 | 0.7 | 3 | -6 | 5
Cc1ccc(-c2nnn(CC(=O)N(c3cccc(F)c3)C(C(=O)NC3CCCC3)c3ccco3)n2)o1 (stereo unspecified) | 101 | -7 | 4 | 3 | 1 | 10 | -0.2 | 6 | -7 | -1

Entries of single compounds as entered above:
Results for Cc1ccc(-c2nnn(CC(=O)N(c3cccc(F)c3)C(C(=O)NC3CCCC3)c3ccco3)n2)o1 (stereo unspecified) → ABCB6 inh MLPCN: 101; PDI inh: -7; MC4R antag cAMP: 4; Glyco luc inh: 3; Granule exo inh: 1; ABHD5 PLIN5 PPI: 10; MC4R barr agon: -0.2; H9c2 protect: 6; CaV13 ICDI inh: -7; m5-HT2A agonist: -1
Results for COc1ccccc1CNC(=O)C(=O)NCC1OCCN1C(=O)c1ccc(Cl)cc1 (stereo unspecified) → ABCB6 inh MLPCN: 95; PDI inh: 5; MC4R antag cAMP: 0; Glyco luc inh: -2; Granule exo inh: -4; ABHD5 PLIN5 PPI: 1; MC4R barr agon: 0.4; H9c2 protect: -6; CaV13 ICDI inh: -1; m5-HT2A agonist: 4

(continued)
SMILES | ABCB6 inh MLPCN | PDI inh | MC4R antag cAMP | Glyco luc inh | Granule exo inh | ABHD5 PLIN5 PPI | MC4R barr agon | H9c2 protect | CaV13 ICDI inh | m5-HT2A agonist
N#Cc1cc2c(cc1NC(=O)CCn1cnnn1)OCO2 | 99 | 1 | 8 | 2 | -2 | 4 | -0.8 | 2 | -16 | 1
O=C(N/N=C/c1ccc(OCc2cnc(Cl)s2)cc1)c1ccncc1 | 96 | 7 | 2 | -2 | -1 | -3 | -4.3 | -4 | -4 | -3
O=C(COC(=O)Cc1ccc(Cl)c(Cl)c1)NCc1ccco1 | 98 | -1 | -1 | -1 | -5 | -2 | -3.6 | 1 | -15 | 2
CC(=O)Nc1nc2[nH]ccc2c(=O)[nH]1 | 98 | -1 | -1 | 1 | 4 | -5 | -0.8 | 5 | -6 | 4
Cc1ccc(NC(=S)NC(=O)c2cccs2)cc1F | 99 | -19 | 5 | 0 | 1 | 4 | -2.2 | -10 | -11 | 4
CCCn1c(SCC(=O)Nc2cc(Cl)ccc2OC)n[nH]c1=O | 97 | 4 | 8 | 2 | 0 | 0 | 0.9 | -2 | · | 0
Clc1cccc(C[n+]2cc(-c3ccccc3)n3c2CCC3)c1 | 102 | 1 | 18 | 2 | 1 | 6 | -0.4 | -7 | -6 | -2
N#C/C(=C(/O)CSc1ncn[nH]1)c1nc2ccccc2[nH]1 | 104 | -8 | -6 | 5 | -2 | 8 | 0.4 | 4 | 13 | 6
CCC(=O)Oc1ccc2c(c1)OC1(OC(C)=O)OC(C)CC1=C2C (stereo unspecified) | 92 | 0 | -3 | 3 | 7 | 17 | 0.1 | 1 | 10 | 2
Cc1nc2ccccc2cc1C(=O)N/N=C/c1ccc([N+](=O)[O-])cc1 | 100 | -3 | 1 | 4 | 0 | -5 | -1.2 | -6 | -3 | 1
COC(=O)c1ccc2nc(-c3cccc(Cl)c3)c(Cc3ccsc3)n2c1 | 103 | · | · | 1 | -1 | 5 | · | -4 | -6 | -2
CCOC(=O)Cc1csc(NC(=O)C(C)c2ccc([N+](=O)[O-])cc2)n1 (stereo unspecified) | 102 | -9 | 5 | 3 | -3 | -5 | -2.2 | 3 | -5 | -1
CCCc1cc(=O)n2[nH]c(NCc3ccccc3Cl)nc2n1 | 96 | 5 | 4 | 3 | -1 | -4 | -2.0 | 2 | -4 | -1
CCOC(=O)c1nonc1NC(C)=O | 97 | -3 | 1 | -1 | 6 | 2 | -2.0 | -2 | 7 | 1
Cc1ccc(-c2c3c(=O)n(C)c(=O)n(C)c3cn2Cc2ccccn2)cc1 | 100 | -3 | 6 | 2 | 1 | 1 | 0.0 | -9 | · | 4
CCOC(=O)CC(=O)c1sc2c(c1N)c(=O)[nH]c(=O)n2-c1ccc(OC)cc1 | 99 | 14 | 6 | -1 | 4 | 2 | 0.5 | 11 | -18 | -1
Cc1ccc(C)c(OCCC(=O)OCC(=O)N2CCN(S(=O)(=O)c3ccc(Cl)cc3)CC2)c1 | 100 | 5 | 4 | -2 | 7 | -7 | -2.0 | -12 | -14 | -1
COc1cc(S(=O)(=O)N2CCN(C)CC2)c(OC)cc1Br | 96 | -5 | 1 | 3 | 0 | -8 | 0.1 | 2 | · | 1
C[C@H](CO)N1C[C@H](C)[C@@H](CN(C)S(=O)(=O)c2ccc(F)cc2)Oc2c(NC(=O)Nc3ccccc3)cccc2C1=O | 101 | 4 | 11 | -2 | -2 | -3 | -2.9 | 10 | -5 | 1
CCCCCCN1C(=O)CC(NC(=O)OCC2c3ccccc3-c3ccccc32)C/C=C\C1C(C)C (stereo unspecified) | 101 | 4 | 12 | 7 | 8 | -4 | 0.1 | -19 | -5 | 16*
C1CCN(c2nc(N3CCCCC3)nc(N3CCNCC3)n2)CC1 | 105 | 14 | 3 | 3 | 1 | 5 | -0.9 | -4 | -5 | 9
O=C1/C(=C/c2cccnc2)SC(=S)N1Cc1ccco1 | 101 | -2 | -1 | 3 | 4 | 1 | 1.1 | 5 | -3 | -2
Cc1ccc(S(=O)(=O)N2CCC(C(=O)O)CC2)cc1C(=O)O | 96 | -4 | 15 | 1 | 1 | -1 | -0.4 | 7 | 0 | 4
COc1ccc(S(=O)(=O)N(C)C[C@@H]2OCCCC[C@@H](C)Oc3ccc(NC(=O)NC(C)C)cc3C(=O)N([C@H](C)CO)C[C@@H]2C)cc1 | 107 | 7 | 4 | 3 | -3 | 0 | 0.7 | 2 | -6 | -5
O=C(CN1C(=O)NC2(CCc3ccccc32)C1=O)NCc1ccc(F)cc1 (stereo unspecified) | 98 | -8 | -3 | 2 | -4 | 2 | 2.0 | -5 | -7 | 2
CC(C)(C)C(=O)NCCCc1nc2ccccc2n1CCCOc1ccc(Cl)cc1 | 114 | -4 | 8 | -4 | 2 | -1 | -2.1 | -14 | -5 | -8
CCCCC1=NN(C(=O)c2ccco2)C(O)(C(F)(F)F)C1 (stereo unspecified) | 95 | 1 | 8 | 6 | 3 | -8 | 1.6 | -12 | -5 | 1
CC(C)NC(=O)CN(Cc1ccc(F)cc1)C(=O)CCC(=O)Nc1ccccn1 | 99 | 9 | 3 | 1 | -14 | -3 | -0.2 | -1 | -4 | 2
CCOc1nc(Nc2ccccc2)nc(OCC)n1 | 93 | 6 | 0 | 0 | -7 | 2 | -0.8 | -7 | -1 | -2
